Screens (PubChem BioAssay)
Mcl1 Noxa PPI – Mcl-1/Noxa interaction inhibition. Q07820. hit rate 1.5% among 220,000. AID 1022. inhibition, % at 21.7 µM. TR-FRET Mcl-1/Noxa peptide binding, 2 h;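 active means compounds that cut the protein-peptide binding signal by more than 50% relative to plate controls in a single-dose test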;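 further: His-tagged Mcl-1 with rhodamine Noxa BH3 peptide and terbium anti-His antibody; 0% = Mcl-1 plus Noxa peptide wells and 100% = peptide-only wells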
Target sequence (Q07820 whole entry, looked up): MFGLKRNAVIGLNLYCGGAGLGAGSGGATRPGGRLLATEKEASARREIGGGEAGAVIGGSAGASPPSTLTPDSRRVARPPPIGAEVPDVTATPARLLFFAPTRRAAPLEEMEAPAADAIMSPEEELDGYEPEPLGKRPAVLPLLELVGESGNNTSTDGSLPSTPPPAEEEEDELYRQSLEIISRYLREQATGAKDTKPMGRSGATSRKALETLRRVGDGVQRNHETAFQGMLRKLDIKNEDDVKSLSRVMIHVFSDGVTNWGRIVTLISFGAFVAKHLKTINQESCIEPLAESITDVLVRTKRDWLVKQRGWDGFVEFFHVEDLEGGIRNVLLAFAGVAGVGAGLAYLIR
Avidin fluor – compound fluoresces at 488/530 nm on avidin beads; compound fluorescence 488/530 nm, flow cytometry; hits give high values; hit rate 0.38% among 220,000; fluorescence (KMESF) at 10 µM; in the data active means fluorescence above about 47; further: inactives centre near 10
ABCG2 block – human ABCG2 inhibition, ABCB1 as counter-screen; inhibition, % at 6.6 µM; Q9UNQ0; hit rate 0.1% among 190,000; IgMXP3 cells, JC-1 efflux, flow cytometry; AID 1325;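 active means inhibition above 80%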;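 further: 0% = DMSO and 100% = nicardipine control wells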
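Read-out basis: Efflux inhibition in percent versus controls | Test system: ABCG2 IgMXP3 and barcoded ABCB1 CCRF-Adr cell mix | Quantity: 3 million cells/mL in well | Schedule: 10 min at 25 °C | Control set: Nicardipine as high control, DMSO as low control | Reagent: JC-1 as fluorescent efflux pump substrate | Signal: Flow cytometry of retained JC-1 fluorescence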
Cdc42 wt – modulators (inhibitors or activators) of GTP binding to human Cdc42 wildtype; P60953; GST-Cdc42 beads, Bodipy-GTP binding, flow cytometry; actives lie on both sides; percent activity (GTP binding), % at 10 µM; hit rate 0.2% among 190,000; AID 761;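 active means percent activity GTP binding at least 20 points away from the 100% baseline, either down as inhibitor or up as activator; inconclusive means compound flagged as likely green fluorescent from well-wide comparison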;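 further: median bead fluorescence of bound Bodipy-FL-GTP at 100 nM; 0% = excess unlabeled GTP control and 100% = no compound control; below 100% means less GTP binding so inhibitor and above means activator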
Target sequence (P60953 whole entry, looked up): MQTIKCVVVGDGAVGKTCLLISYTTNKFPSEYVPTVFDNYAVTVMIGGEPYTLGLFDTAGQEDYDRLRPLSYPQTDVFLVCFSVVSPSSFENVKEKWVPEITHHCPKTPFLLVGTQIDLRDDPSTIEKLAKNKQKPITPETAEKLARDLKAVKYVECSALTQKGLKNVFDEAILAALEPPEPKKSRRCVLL
Rac1 mut GTP – modulators of GTP binding to human Rac1 activated mutant; P63000; GST-Rac1 activated beads, fluorescent GTP binding, flow cytometry; actives lie on both sides; 100% means binding = to untreated wells; percent activity (GTP binding), % at 10 µM; hit rate 0.11% among 190,000; AID 764;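 active means GTP binding at least 20 percentage points away from the 100% baseline, in either direction, so actives lie on both sides; inconclusive means Compound likely fluorescent itself, or too few beads counted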
ABCB1 inh – human ABCB1 inhibition, ABCG2 as counter-screen; P08183; CCRF-Adr cells, JC-1 efflux, flow cytometry; inhibition, % at 6.6 µM; hit rate 0.067% among 190,000; in the data active means inhibition above about 40%;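 further: 0% = vehicle and 100% = reference inhibitor; higher value means more JC-1 retained so stronger ABCB1 efflux block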
Rab7 wt GTP bind – alters GTP binding to wildtype dog Rab7. GST-Rab7 beads, fluorescent GTP binding, flow cytometry; actives lie on both sides; untreated = 100%, excess cold GTP = 0%. GTP binding activity (percent of control), % at 10 µM. hit rate 0.055% among 190,000;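 active means fluorescent GTP binding to Rab7 beads changed by at least 20 points from the 100% baseline, either direction, mostly lower; inconclusive means compound itself probably fluorescent, or too few beads counted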;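 further: median green fluorescence of bound Bodipy-FL-GTP per Rab7 bead population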
Rac1 wt GTP bind – alters GTP binding to wildtype human Rac1; P63000; GST-Rac1 beads, fluorescent GTP binding, flow cytometry; actives lie on both sides; 0 = cold GTP competed, 100 = untreated; GTP binding activity (% of control), % at 10 µM; hit rate 0.27% among 190,000; AID 757;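 active means GTP binding activity at least 20 points away from the 100% control level, either lower or higher; inconclusive means compound flagged as likely green fluorescent, judged across all proteins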
Rab2 wt GTP – changes GTP binding to wildtype dog Rab2A, up or down; GST-Rab2 wt beads, Bodipy-GTP binding, flow cytometry; P61105; hit rate 0.19% among 190,000; GTP binding activity, % at 10 µM;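 active means GTP binding activity at least 20 points away from 100%, either lowered or raised; inconclusive means signal likely due to the compound's own green fluorescence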;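 further: 0% = beads with excess unlabeled GTP and 100% = no-compound control corrected for plate trend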
Pf gametocyte – kills late stage P. falciparum gametocytes; AID 743093; P. falciparum stage V gametocytes, ATP luminescence, 24 h; inhibition, % at 10.9 µM; hit rate 0.065% among 150,000;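 active means inhibition above the mean plus 3 SD of compounds within the control limits, set per campaign, cut at about 38% in these data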;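 further: 0% = DMSO wells and 100% = medium only without gametocytes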
HRas wt GTP – human HRas wildtype GTP binding, change in either direction; GST-Ras wt beads, Bodipy-FL-GTP binding, flow cytometry; actives lie on both sides; GTP binding activity, % at 10 µM; AID 759; hit rate 0.14% among 190,000;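 active means GTP binding activity at least 20% away from the 100% baseline, either lowered as inhibitor or raised as activator; inconclusive means flagged as likely green fluorescent, judged across all proteins in the well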;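 further: 0% = unlabeled GTP competition control and 100% = no-compound control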
Target sequence (P01112 whole entry, looked up): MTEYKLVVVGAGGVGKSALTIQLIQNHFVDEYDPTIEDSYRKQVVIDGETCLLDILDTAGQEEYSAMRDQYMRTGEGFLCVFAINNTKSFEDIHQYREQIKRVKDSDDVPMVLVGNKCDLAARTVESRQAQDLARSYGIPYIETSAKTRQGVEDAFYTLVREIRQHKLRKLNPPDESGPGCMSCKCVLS
Starred values were filed as active, the others as inactive; u = inconclusive; x = no result given.

SMILES	Mcl1 Noxa PPI	Avidin fluor	ABCG2 block	Cdc42 wt	Rac1 mut GTP	ABCB1 inh	Rab7 wt GTP bind	Rac1 wt GTP bind	Rab2 wt GTP	Pf gametocyte	HRas wt GTP
Cc1noc(C)c1C(=O)NC(C)c1ccc2c(c1)OCO2 (stereo not given)	2	5	1	102	99	0.3	104	101	99	0	99
CCN1CCN(CCC(=O)Nc2cccc(OC)c2)CC1	17	9	1	102	99	0.2	101	101	101	x	100
S=C(NC1CC2CCC1C2)N1CCN(c2cccc(Cl)c2)CC1 (stereo not given)	9	9	8	93	94	-0.1	104	96	95	22	97
CSc1cccc(NC(=O)CSc2ccccc2)c1	x	11	17	u	u	0.7	u	u	u	20	u
COCCNC(=O)Cn1c(=O)n(CCCCCC(=O)NCc2ccc3c(c2)OCO3)c(=O)c2sccc21	10	x	-2	u	u	-0.5	u	u	u	x	u
COc1cccc(C(=O)NC2CCN(CC(=O)NCc3ccccc3OC)CC2)c1	25	38	0	97	97	0.1	96	97	98	-14	99
Cc1cc(C)cc(NC(=O)CSc2nnc(-c3ccccc3Br)o2)c1	7	35	9	96	93	1.1	98	97	97	x	96
C=CCNC(=O)/C(=C\c1cccc([N+](=O)[O-])c1)NC(=O)c1ccccc1	11	2	11	100	102	1.3	97	103	101	10	101
COc1cccc2c(C)c(C(=O)O)[nH]c12	83*	18	-9	94	95	-1.4	97	97	95	x	96
CN(C)c1nc(-c2cccnc2)nc(-c2ccc(Cl)cc2)c1C#N	2	9	7	99	96	1.1	97	99	98	1	97
N#Cc1nc(-c2ccccc2)oc1NCCN1CCCCC1	4	37	1	98	95	0.3	98	95	96	21	99
COc1ccc(NS(=O)(=O)c2ccc(O)c(C(=O)OCC(=O)N3CC(C)OC(C)C3)c2)cc1 (stereo not given)	21	10	1	103	97	0.5	98	101	96	15	100
CCOC(=O)c1sc2nc(C)nc(Nc3ccccc3)c2c1C	-5	8	5	98	95	0.4	105	100	100	-25	97
COc1ccc(NC(=S)N2CCCC(c3nc4ccc(C)cc4[nH]3)C2)c(OC)c1 (stereo not given)	-6	9	0	99	97	-0.1	94	98	97	-23	95
Nc1cccc(C(=O)Nc2ccco2)c1	0	17	1	87	94	0.3	92	90	88	-53	87
CCCn1cnc2cc(NC(=O)c3cccs3)ccc21	-2	4	2	96	94	0.1	96	94	96	9	95
CCN(CC)S(=O)(=O)c1ccc(N)cc1	10	12	-1	96	96	-0.2	106	98	100	4	98
Cc1ccc(N/C=C/C(=O)c2ccccc2)cc1C	18	14	3	104	101	0.3	96	103	101	19	103
O=C(NCc1ccco1)C(=O)NCc1ccccc1Cl	-14	12	20	98	99	-3.3	97	100	98	19	98
COc1ccccc1/C=C/C(=O)NCc1cccnc1	3	8	3	96	98	1.0	100	100	97	-11	97
COc1ccc(OC)c(NC(=O)c2ccc(-c3cccs3)cc2)c1	34	10	1	96	94	-0.4	101	97	97	-22	94
Cc1nnc2c3ccccc3c(-c3cccs3)nn12	9	11	1	91	91	-0.2	105	86	90	5	91
CC(C)CN(CC(C)C)CC(O)COc1ccc([N+](=O)[O-])cc1 (stereo not given)	-14	8	6	102	100	0.2	94	106	98	14	100
O=c1[nH]c(S)nc2sc3c(c12)CCCC3	47	10	-1	94	93	-0.3	110	97	96	x	96
CCCc1[nH]nc2c1C(c1ccoc1)C(C#N)=C(N)O2 (stereo not given)	3	5	1	99	98	2.4	97	101	98	1	95
CC(=O)Nc1ccc(Cl)cc1C1COC(=O)C1=N (stereo not given)	4	2	2	97	101	0.4	100	104	99	-6	101
CC(C)c1nc(SCc2ccccn2)c2c(=O)n(C)c(=O)n(C)c2n1	8	10	7	104	101	1.3	104	109	101	x	102
O=C(O)CCNS(=O)(=O)c1ccc2c(c1)OCCCO2	3	10	2	101	96	0.3	105	98	102	5	98
CCC1S/C(=N/N=C/c2cccs2)NC1=O (stereo not given)	6	19	16	105	102	-0.3	102	108	103	-24	104
O=C(CSc1nnc(NC(=O)c2c(F)cccc2F)s1)Nc1ccc(F)cc1	10	22	1	92	92	-0.1	99	96	95	-15	96
CCC(C(=O)OCC(=O)Nc1cccc(C(C)=O)c1)c1ccccc1 (stereo not given)	-4	10	19	97	95	1.7	95	100	94	-11	95
O=C(Cc1cn2ccsc2n1)OCc1ccccc1	-5	17	2	102	100	0.4	96	100	97	17	98
COC(=O)COc1ccc(S(=O)(=O)N2CCOCC2)cc1	14	34	19	104	100	0.0	100	108	97	x	102
O=c1c2cn[nH]c2[nH]c(=S)n1-c1ccccc1Cl	17	6	-1	92	91	-0.2	103	90	97	x	93
C[C@H](NC(=O)c1ccc(Br)cc1)C(=O)NCc1ccc(S(N)(=O)=O)cc1	1	11	0	96	98	-0.2	95	99	95	x	97
COc1ccc(CC(=O)Nc2ccc(-c3cn4ccccc4n3)cc2)cc1	14	14	1	103	99	0.7	101	102	102	x	102
CCc1nnc(NC(=O)c2ccc(OC)cc2)s1	3	5	12	95	92	1.6	101	94	101	19	98
O=[N+]([O-])c1ccc(Cl)c(S(=O)(=O)/N=C(/c2ccccc2)N2CCOCC2)c1	16	10	5	99	97	1.0	97	98	95	0	97
Cc1nc(SCC(C)C)[nH]c(=O)c1Cc1ccccc1	2	32	7	101	100	1.3	99	107	102	x	101
O=C(O)CCCC(=O)N1N=C(c2c(-c3ccccc3)c3cc(Cl)ccc3[nH]c2=O)CC1c1cccs1 (stereo not given)	-9	15	-1	98	93	-0.1	100	98	97	2	99
CCC(=O)NNc1ncnc2c1cnn2-c1cccc(C)c1	4	19	6	93	94	1.0	94	94	96	5	93
CN(C(=O)c1ccccn1)C1(C(=O)NC2CCCCC2)CCCCC1	-5	9	-1	103	103	0.4	101	107	102	x	101
O=S(=O)(c1ccccc1Cl)N1CCCC1c1nc(-c2cccc(Cl)c2)no1 (stereo not given)	-3	5	0	103	100	0.2	101	104	103	x	103
O=C(Nc1ccc(F)c(F)c1)c1ccc(F)c(S(=O)(=O)N2CCC3(CC2)OCCO3)c1	-3	12	6	101	100	0.7	100	105	100	-22	100
O=C(COc1ccc2c(C(F)(F)F)cc(=O)oc2c1)NCc1cccs1	22	3	0	99	99	0.0	100	102	97	28	100
Cc1ccc(NC(=O)C2=C(c3ccccc3)S(=O)(=O)CCS2(=O)=O)cc1	18	8	-6	78*	82	-2.2	94	83	84	7	86
CC1CCC(C(C)C)C(OCC(O)CN2CCOCC2)C1 (stereo not given)	13	8	0	104	101	0.2	100	109	103	7	100
CCOCCCNC(=S)N1C2CCC1CC(NC(=O)Nc1ccc(C(=O)OCC)cc1)C2 (stereo not given)	4	11	0	97	94	0.2	92	92	96	-9	93
COC(=O)C1=C(C)OC(N)=C(C#N)C1c1cc(OC)ccc1OC (stereo not given)	7	11	1	98	97	0.5	96	95	96	x	96
COC(=O)C1=C(C)Nc2ncnn2C1c1ccc(OCc2ccccc2)cc1 (stereo not given)	x	11	1	99	94	0.3	93	93	93	x	94

New compounds follow.
SMILES	Mcl1 Noxa PPI	Avidin fluor	ABCG2 block	Cdc42 wt	Rac1 mut GTP	ABCB1 inh	Rab7 wt GTP bind	Rac1 wt GTP bind	Rab2 wt GTP	Pf gametocyte	HRas wt GTP
Fc1cccc(NC(=S)NCc2ccccn2)c1	20	7	x	105	100	x	101	109	99	x	102
COc1ccccc1N1CCN(C(=O)NC23CC4CC(CC(C4)C2)C3)CC1	-6	9	-2	97	94	-0.1	95	95	99	19	96
CCn1c(SCC(=O)O)nc2sc3c(c2c1=O)CCC3	23	12	1	101	100	0.2	97	104	98	x	98
Nc1ccc(S(=O)(=O)N2CCCc3ccccc32)cc1	13	8	0	103	98	-0.5	101	102	102	x	100
COc1cc2c(cc1OC)[C@H](Cc1ccc(O)cc1)NCC2	-9	11	-2	107	100	0.4	97	102	98	-26	98
Cc1c(NC(=O)C2(C)CCCCC2)c(=O)n(-c2ccccc2)n1C	8	6	0	103	101	0.0	99	106	101	x	102
Cc1c(N2C(=O)CS/C2=N\N=C\c2ccc(Cl)cc2)c(=O)n(-c2ccccc2)n1C	1	13	0	103	101	0.1	100	106	101	7	102
O=C(NC(c1ccccc1)c1ccccc1)N1CCN(CCO)CC1	9	5	1	104	101	0.1	104	107	101	x	102
COc1cccc(-c2cc(C(F)(F)F)nc(-n3cc(C)cn3)n2)c1	-11	8	19	95	92	0.9	105	95	95	-3	95
CCOC(=O)CCc1c(C)nc2c(c(C)nn2C(C)(C)C)c1C	0	7	-2	102	102	-1.4	101	105	100	x	103
O=C(OCn1nnc2ccccc2c1=O)c1cccnc1	9	11	1	101	97	0.2	102	104	103	x	102
COC(=O)CNC(=O)COC(=O)c1ccc(OC)c([N+](=O)[O-])c1	-4	17	0	103	100	3.4	94	103	100	-18	99
Cc1ccc2nc(NC(=O)C(NS(=O)(=O)c3cccc4nsnc34)C(C)C)sc2c1 (stereo not given)	-3	6	8	105	100	15	101	105	100	x	100
CCO[C@@H]1OC(C(=O)N2CCCCCCC2)=C[C@H](C2CCCCC2)[C@H]1CCCO	-10	5	3	95	96	1.0	95	99	95	1	96
Cc1ccc(S(=O)(=O)n2nc(OC(=O)C3CCCCC3)cc2N)cc1	16	14	-1	u	u	-0.2	u	u	u	8	u
CCCc1cc(C(=O)NC2CCCC2)no1	-1	6	0	102	101	0.2	101	105	101	x	102
CCN(CC)c1nc(-c2ccccn2)nc(-c2ccccc2)c1C#N	10	12	5	97	96	1.7	105	98	99	7	100
O=C(NN=C1C2CC3CC(C2)CC1C3)c1cccc(S(=O)(=O)N2CCOCC2)c1	24	17	1	102	101	0.1	94	106	98	16	99
CCSc1nc(-c2ccccc2)c2cc(Cl)ccc2n1	0	5	4	99	99	-0.3	104	104	100	15	100
O=C(CN1C(=O)NC2(CCCCCC2)C1=O)N1CCN(S(=O)(=O)c2ccccc2)CC1	8	11	2	97	99	0.2	107	100	101	16	98
CCOC(=O)Cc1csc(NC(=O)c2ccc(Br)o2)n1	0	10	4	101	97	0.3	96	98	97	x	98
CCCCOc1ccc(-c2nnn(C(C)C(=O)OCC)n2)cc1 (stereo not given)	22	12	8	100	96	0.6	97	99	99	13	98
